HSF1 inhib – HSF1 inhibition; NIH3T3-HGL HSE-luciferase, MG132-induced, luminescence 8 h; stronger effect = lower value; activity change, negative = inhibition, % at 7.5 µM (by protocol); 0.77% of 300,000 active;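 active = more than half of replicate wells show activity change below -50%, luminescence cut by over half; inconclusive = some wells, but at most half, below -50%; inactive = no replicate well below -50%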;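 note: luciferase reports HSF-1 transcriptional activity via heat shock element; 0% = median of DMSO wells and -100% = zero luminescence signal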
aSyn UTR inh – MLPCN primary screen, SNCA 5' untranslated region; alpha-synuclein 5'UTR reporter, inhibitor activity; inhibition, % (tested at 7.5 µM); 0.82% of 300,000 active; AID 1813; in the data active = inhibition above about 60%; inconclusive = no clear call, values can overlap the other calls;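 note: H4 neuroglioblastoma cells stably carrying SNCA 5'UTR luciferase fusion; 0% = DMSO wells and 100% = positive control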
HSF1 activator – increases HSF-1 driven luciferase reporter signal; AID 504408; NIH3T3-HGL HSF-1 luciferase reporter, MG132, 8 h; 100% = twice DMSO control signal; activation, % at 9 µM; 1.7% of 300,000 active;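 active = mean replicate activation of at least 50% with a set share of replicates each reaching 50%; inconclusive = only one of those two conditions met; inactive = mean below 50% and too few replicates reaching it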;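 note: 0% = median of the neutral control wells and 100% = twice that signal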
IEC-6 tox – kills IEC-6 intestinal cells in KLF5 counter-screen. IEC-6 cytotoxicity, luminescence viability. inhibition, % at 5 µM. 0.78% of 290,000 active; in the data active = inhibition above about 22%;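 note: 0% = plate median of test compound wells and 100% = cytotoxic reference compound wells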
HIF activator – HIF pathway transcriptional activation. U2OS HRE-luciferase reporter, luminescence; normalized: DMSO 0%, desferrioxamine 100%. activation, % at 7.5 µM (by protocol). 0.32% of 300,000 active. AID 1910;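 active = mean activation of at least 10% of the iron chelator positive control signal, with at least half of replicates also reaching 10%; inconclusive = mean and replicate majority disagree about reaching 10%; inactive = mean and most replicates under 10%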
KLF5 inh – inhibitors of KLF5 expression. DLD-1 KLF5 promoter-luciferase reporter, luminescence. inhibition, % at 5 µM. 0.23% of 290,000 active;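 active = inhibition above a per-plate limit of that plate's mean compound inhibition plus 3 SD, cut at about 60% in these data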;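 note: 0% = DMSO wells and 100% = LY294002 at 200 µM; higher means less KLF5 promoter-driven luciferase light; inactives centre near -14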
Platelet DG rel – modulates dense granule release in human platelets; AID 1663; 0.22% of 300,000 active; human platelet-rich plasma, SFLLRN dense granule ATP release, luminescence; inhibition, %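 (compounds screened at 7.5 µM in platelet-rich plasma)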;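 active = mean replicate score, as percent of positive control, at or above 50; inconclusive = mean below 50 but at least one replicate at or above 50; inactive = mean and every replicate below 50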
AI-2 QS mod – modulates the Vibrio harveyi AI-2 quorum sensing system; Vibrio harveyi JMH597 AI-2 luminescence/OD600 ratio, 9 h; stronger effect = lower value; strain lacks LuxN and CqsS sensors; 0 = neutral-control median; activity change, % at 7.5 µM; 0.4% of 300,000 active; AID 2094; in the data active = activity change below about -75%, passing the limit was not always enough; inconclusive = no clear call, values can overlap the other calls;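 note: luminescence divided by OD600 gain over 9 h not by final OD600 alone; inactives centre near 13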
HSP90 refold inh – inhibitors of HSP90 luciferase refolding in rabbit reticulocyte lysate. luciferase refolding luminescence, 3 h. inhibition, % at 5.6 µM. 0.91% of 290,000 active;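 active = inhibition above the screen-wide mean plus 3 SD, computed separately per campaign, cut at about 16% in these data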;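 note: 0% = DMSO wells and 100% = 60 µM geldanamycin wells; inhibitors lower the luminescence because luciferase stays unfolded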
HDAC3 inh – inhibitors of human histone deacetylase 3. O15379. inhibition, % at 8.3 µM. recombinant HDAC3, fluorogenic peptide/trypsin coupled, fluorescence. 0.15% of 320,000 active; in the data active = inhibition above about 26%, passing the limit was not always enough; inconclusive = no clear call, values can overlap the other calls
Target sequence (O15379 whole entry, looked up): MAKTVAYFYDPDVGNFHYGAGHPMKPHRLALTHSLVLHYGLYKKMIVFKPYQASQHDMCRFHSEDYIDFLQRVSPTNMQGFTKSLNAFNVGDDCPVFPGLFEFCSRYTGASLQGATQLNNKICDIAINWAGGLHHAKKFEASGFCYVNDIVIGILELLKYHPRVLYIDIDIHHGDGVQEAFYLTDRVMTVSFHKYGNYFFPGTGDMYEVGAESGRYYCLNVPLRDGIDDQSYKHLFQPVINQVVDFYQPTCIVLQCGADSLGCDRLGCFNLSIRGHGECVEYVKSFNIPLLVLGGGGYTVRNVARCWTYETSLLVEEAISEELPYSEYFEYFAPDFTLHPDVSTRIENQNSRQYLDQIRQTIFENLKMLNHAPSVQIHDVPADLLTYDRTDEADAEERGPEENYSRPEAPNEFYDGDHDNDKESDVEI
* marks the source's active call; other numbers are inactive results; ? = inconclusive; . = not tested or not shown.

smiles	HSF1 inhib	aSyn UTR inh	HSF1 activator	IEC-6 tox	HIF activator	KLF5 inh	Platelet DG rel	AI-2 QS mod	HSP90 refold inh	HDAC3 inh
CCSc1ccccc1C(=O)Nc1nc2ccccc2c(=O)[nH]1	-3	4	-18	2	0.2	1	3	25	0	1
O=C1CC(N2CCSCC2)C(=O)N1c1ccccc1 (stereo unspecified)	-5	6	2	-1	0.5	7	1	11	1	-1
COc1ccc(Oc2nc(C)cc(C)c2S(C)(=O)=O)cc1	-3	-9	-3	-5	-0.1	-25	-7	0	-2	0
Cc1ccc(NC(=O)c2cc(NC(=O)CCC(=O)O)ccc2N2CCCCC2)cc1	-3	5	-8	-3	0.0	-12	0	11	-4	-2
O=c1c2ccccc2c(C=Nc2ccc(O)cc2)c(O)n1-c1nccs1	2	2	3	-10	-0.1	-21	0	25	-2	1
O=C(c1ccccc1)N(CCO)Cc1cc2cc3c(cc2[nH]c1=O)OCCO3	-4	-10	31	0	0.4	9	-7	10	1	-1
O=C(CCCN1C(=O)/C(=C/c2cccs2)SC1=S)Nc1ccc(O)cc1	-2	-44	-9	4	0.0	4	-10	10	-5	8
Cc1ccc(NC2=NCC(Cc3ccc(Br)cc3)S2)cc1 (stereo unspecified)	8	21	19	8	0.0	1	3	-28	4	4

Further entries
smiles	HSF1 inhib	aSyn UTR inh	HSF1 activator	IEC-6 tox	HIF activator	KLF5 inh	Platelet DG rel	AI-2 QS mod	HSP90 refold inh	HDAC3 inh
CC(C)C(NC(=O)C1CCCCC1)C(=O)NC1=NCCS1 (stereo unspecified)	-7	-17	-10	0	-0.4	-24	0	12	4	-1
CCc1nnc(NC(=O)Cc2cccs2)s1	4	-8	-20	4	1.0	-9	40	7	-1	9
O=C(Nc1cccc(NC(=O)c2ccc(F)cc2)c1)c1ccc(F)cc1	6	12	40	6	-0.5	-31	-5	3	4	2
CCOc1[nH]n(-c2ccccc2)c(=O)c1C=Nc1ccc(Cl)cc1	5	-56	11	2	3.2	-3	-5	3	2	-1
O=c1cc(-c2cccs2)oc2ccc(Cl)cc12	14	-178	37	4	2.9	-53	0	15	-3	-7
O=C(COc1ccc(S(=O)(=O)NC2CCCCC2)cc1)NC1CC1	0	21	-18	-2	-0.4	-1	-29	50	0	3
Cc1ccccc1CSc1nnc(-c2ccco2)n1Cc1ccco1	96	0	117*	3	-0.5	-23	4	9	2	7
COc1ccc(C(=O)/C=C/c2cn(CN3CCN(C)CC3)c3ccccc23)cc1	.	.	.	4	.	-90	.	.	-1	1

Next compounds:
smiles	HSF1 inhib	aSyn UTR inh	HSF1 activator	IEC-6 tox	HIF activator	KLF5 inh	Platelet DG rel	AI-2 QS mod	HSP90 refold inh	HDAC3 inh
CN(CCc1ccccc1)Cc1nc(-c2cnccn2)no1	-6	-3	-4	1	0.3	-7	-6	37	5	1
COc1cccc(C2=CC(=O)CCC2)c1	-9	-17	-3	.	0.8	.	-2	-1	.	3
COC(=O)C1=CN(C(C)C)C=C(C(=O)OC)C1c1cc(Br)c(OC)c(OC)c1	.	.	.	2	.	-18	3	10	-1	-27
CCN(CC)C(=O)CSc1nc2c(sc(=S)n2-c2ccccc2OC)c(=O)n1-c1ccccc1	19	-1	38	-1	0.9	-11	-1	14	6	-3
COc1cc(/C=C/C(=O)O)cc(OC)c1O	0	2	-16	.	-0.2	.	-1	2	.	1
COc1cc(C(=O)NCCCCCCNC(=O)c2cc(OC)c(OC)c(OC)c2)cc(OC)c1OC	-5	-22	-1	12	-1.6	-7	0	13	2	2
CN(CC(=O)Nc1cccc(F)c1)C(=O)c1ccccc1OCCOc1ccccc1	12	-11	21	.	-4.5	.	-2	9	.	7
CN(c1ccc(OCC(=O)OCC(=O)Nc2c(F)c(F)c(F)c(F)c2F)cc1)S(=O)(=O)c1ccc(F)cc1	5	11	2	2	-2.6	7	-2	-3	2	3

The results go on:
smiles	HSF1 inhib	aSyn UTR inh	HSF1 activator	IEC-6 tox	HIF activator	KLF5 inh	Platelet DG rel	AI-2 QS mod	HSP90 refold inh	HDAC3 inh
O=C(CCS(=O)(=O)c1ccc(Cl)cc1)N1CCCc2ccccc21	4	-1	5	3	1.1	-19	-7	24	10	0
COc1ccc(CNC(=O)C2CCC(CNS(=O)(=O)c3ccc(C)cc3)CC2)cc1 (stereo unspecified)	-2	3	10	3	0.1	-1	3	16	3	-2
Cc1ccc2cc(C)c3nnc(SCc4ccc(C(=O)O)cc4)n3c2c1C	-8	-5	2	-1	-0.3	-38	-3	3	-6	6
C/C(=N\Nc1ccccn1)c1ccc(C#N)cc1	-1	-23	8	3	1.4	-11	-2	14	3	5
Cn1c(=NC(=O)c2ccco2)sc2ccccc21	16	-126	48	8	0.4	22	5	20	10	4
Clc1cccc(N2CCN(Cc3ccc(Br)o3)CC2)c1	-4	-2	-1	1	-0.4	-33	-1	47	-2	?
O=C(NCc1nc(-c2ccccc2)no1)Nc1ccc(F)cc1	-7	20	10	2	0.0	-21	2	2	-1	6
Cc1nn(C)cc1C(C(=O)NC1CCCCC1)N(Cc1ccc(F)cc1)C(=O)c1cnccn1 (stereo unspecified)	-6	-5	-17	2	0.2	-7	2	8	3	-4

New compounds follow.
smiles	HSF1 inhib	aSyn UTR inh	HSF1 activator	IEC-6 tox	HIF activator	KLF5 inh	Platelet DG rel	AI-2 QS mod	HSP90 refold inh	HDAC3 inh
CC1COc2ccccc2N1C(=O)c1ccc(Cl)nc1 (stereo unspecified)	-5	-32	-6	-2	0.1	10	-2	4	-1	-2
CN1N=C(C(F)(F)F)CC1=O	-8	-7	-2	6	0.2	9	4	21	-1	?
COc1ccc(OCC(=O)NCCNC(=O)c2ccncc2)cc1	-1	-11	4	3	0.8	-22	-1	10	8	-5
O=C(N/N=C/C=C/c1ccc2c(c1)OCO2)c1ccc([N+](=O)[O-])cc1	-1	3	16	-7	-0.4	-26	5	1	-1	0
S=C(NCC1CCCO1)N1CCN(Cc2ccccc2)CC1 (stereo unspecified)	-3	-8	0	3	-0.1	-18	-4	32	-2	1
COc1cc(OC)cc(C(=O)NCC(=O)OCC(=O)Nc2ccc3c(c2)OCO3)c1	-1	21	-7	2	-0.5	2	-1	24	1	3
NC(=O)CCCSc1nc2ccccc2[nH]1	0	-12	-6	-3	-0.2	-2	1	24	7	5
Cc1cc2nc(-c3ccc(=O)[nH]c3)n(C)c2cc1C	7	-4	3	-5	-2.8	-14	8	18	-4	1

Remaining list, next part.
smiles	HSF1 inhib	aSyn UTR inh	HSF1 activator	IEC-6 tox	HIF activator	KLF5 inh	Platelet DG rel	AI-2 QS mod	HSP90 refold inh	HDAC3 inh
CCn1c(C(=O)NC2CCC(C)CC2)cc2sccc21 (stereo unspecified)	13	-87	4	0	2.3	-79	0	10	0	9
COc1ccc(C(O)c2coc3ccc(O)c(CN(C)C)c23)cc1 (stereo unspecified)	-7	1	7	2	-26	-44	-2	12	1	3
O=C(NCc1ccco1)C1CCCN(S(=O)(=O)c2cc(Cl)ccc2Cl)C1 (stereo unspecified)	2	-13	1	-9	-0.5	3	1	-4	3	-9
Cc1ccc(S(=O)(=O)NCC2NCCc3ccccc32)cc1 (stereo unspecified)	-10	-32	10	-5	0.9	-20	-5	18	0	2
C=CCn1cc(C(=O)NCCCOCC)c(=O)c2cc(S(=O)(=O)N(CC)CC)ccc21	-10	18	0	11	-1.0	13	2	17	1	6
O=C(O)c1n[nH]nc1-c1ccccc1	4	7	22	-7	0.3	0	7	32	-1	-1
O=c1[nH]c(-c2ccccc2Cl)nc2c1sc(=S)n2-c1ccccc1	1	22	16	3	-0.4	-28	1	12	-1	.
COc1ccc(NC(=O)COC(=O)C2C3CC4OC(=O)C2C4C3)cc1 (stereo unspecified)	-2	2	25	3	1.1	6	3	.	-2	-2

The results go on.
smiles	HSF1 inhib	aSyn UTR inh	HSF1 activator	IEC-6 tox	HIF activator	KLF5 inh	Platelet DG rel	AI-2 QS mod	HSP90 refold inh	HDAC3 inh
COC(=O)CNC(=O)CCC(=O)N1CCN(C(c2ccccc2)c2ccccc2)CC1	1	5	-20	4	0.5	-59	0	12	2	-3
COc1ccc(N2CC(NS(=O)(=O)c3cccs3)CC2=O)cc1OC (stereo unspecified)	0	-4	-1	.	0.1	.	9	1	.	7
CC(Oc1ccccc1)C(=O)Nc1ccc(S(=O)(=O)Nc2nccs2)cc1 (stereo unspecified)	-4	8	-9	-2	1.9	-7	0	44	41*	0
CCOc1ccc(S(=O)(=O)N(CC(=O)NC2CCCCC2C)Cc2ccco2)cc1 (stereo unspecified)	-4	18	17	5	-1.5	3	-1	27	1	.
COc1ccc(-n2c(=O)c3ccccc3c3ccccc3c2=O)cc1	2	-33	15	1	-0.8	30	7	15	2	8
COc1ccc(-c2c(C(F)(F)F)nn(C)c2NC(C)=O)cc1	0	11	34	-4	-0.7	-23	-24	-1	0	-1
CC(C)N1CC(C(=O)Nc2ccc(Cl)c([N+](=O)[O-])c2)CC1=O (stereo unspecified)	-6	12	12	3	0.6	-6	-11	4	3	10
CCN(C(=O)c1ccc(NC(=O)c2ccco2)cc1)c1ccccc1	7	-9	2	0	-0.6	-57	12	15	-8	14

Continued:
smiles	HSF1 inhib	aSyn UTR inh	HSF1 activator	IEC-6 tox	HIF activator	KLF5 inh	Platelet DG rel	AI-2 QS mod	HSP90 refold inh	HDAC3 inh
O=C(O)CC(c1ccc(OC2CCCC2)cc1)N1C(=O)c2ccccc2C1=O (stereo unspecified)	-3	2	-2	3	-4.0	-15	-5	23	-2	-5
CS(=O)(=O)c1ccc(NCCN2CCOCC2)c([N+](=O)[O-])c1	-4	11	-6	0	-1.5	10	-9	24	1	13
Cc1ccccc1NC(=O)c1sc2nc3c(c(-c4ccco4)c2c1N)CCC3	-2	33	1	-2	-0.1	4	-1	-1	0	-12
Cn1c(SCc2ccc(Br)cc2)nc2c(c1=O)SCC2	20	0	25	-6	-0.8	-21	2	1	-4	-7
COc1cc(C(=S)N2CCOCC2)cc(OC)c1OC(=O)c1cccc(C)c1	-3	5	12	4	0.3	-50	-2	6	1	1
CCc1ccc(S(=O)(=O)N/N=C\c2cn(CC(N)=O)c3ccccc23)cc1	5	-2	-5	2	0.7	-2	-5	17	-5	.
